Compound activity from PubChem.
RSV CPE inhibition – RSV antiviral activity via CPE protection, HEp-2 cells, primary 10 µM value included (AID 2391); 0.13% of 310,000 active; CPE inhibition, % at 10 µM, or IC50 in µM where a hit was titrated; HEp-2 cells, RSV-induced CPE inhibition; higher % means a stronger effect; in the data active = a potency from the dose series; also: strong numbers were not always called active
Rac1 GTP hydrolysis – MgcRacGAP GTPase-activating activity inhibitors, confirmation, biochemical, ADP Hunter fluorescence; Rac GTPase-activating protein 1 (Homo sapiens); MgcRacGAP-stimulated Rac1 GTP hydrolysis, ADP Hunter fluorescence; higher % means a stronger effect; GST-tagged Rac1 F28L mutant substrate; inhibition, % at 30 µM, or IC50 in µM where a hit was titrated; 0.6% of 340,000 active;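 active = first-screen hits whose inhibition reached a set limit at any dose in the follow-up dose series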;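 also: fluorescence reports GDP produced by GAP-driven GTP hydrolysis; strong numbers were not always called active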
LYP inhibition – inhibitors of LYP phosphatase, biochemical, fluorescence intensity, uHTS (AID 1779) | Tyrosine-protein phosphatase non-receptor type 22 (Homo sapiens) | 0.054% of 290,000 active | recombinant LYP phosphatase, fluorescence intensity; higher % means a stronger effect | inhibition, % at 11.5 µM, or IC50 in µM where a hit was titrated; in the data active = inhibition above about 50%;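 also: plate controls were vehicle with enzyme for no effect and no enzyme for full effect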
SV40 large T antigen – SV40 large T antigen inhibitors, biochemical (AID 1903). 0.39% of 310,000 active. SV40 large T antigen ATPase/helicase inhibition assay; higher % means a stronger effect. one-dose inhibition, % at 20 µM; IC50 in µM for titrated hits; in the data active = a potency from the dose series; also: strong numbers were not always called active
Salmonella PhoP GFP – inhibitors of PhoP regulon expression, primary screen, Salmonella Typhimurium, GFP reporter (AID 1863); S. Typhimurium PhoP-regulated promoter GFP reporter, 4 h; higher % means a stronger effect; inhibition, % at 50 µM; hits with a dose series show IC50 in µM; 0.16% of 300,000 active;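 active = inhibition over 29.93%, a cutoff 3 SD above the screen mean, later confirmed by dose response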;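 also: 0% = low Mg2+ inducing control and 100% = high Mg2+ repressing control; strong numbers were not always called active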
GPR35 arrestin U2OS – GPR35 antagonists blocking zaprinast-driven arrestin recruitment, primary screen, imaging, U2OS, beta-arrestin-GFP, zaprinast agonist (AID 2058). U2OS GPR35 beta-arrestin-GFP translocation imaging, zaprinast antagonism; higher % means a stronger effect. inhibition, % at 10 µM, or IC50 in µM where a hit was titrated. 0.052% of 290,000 active;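 active = inhibition of at least 50% with at least 30 cells and total cytoplasm GFP at most 10,000,000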
West Nile antiviral – West Nile virus antiviral activity, cell-based, CPE readout (AID 1621) | West Nile virus-infected cells, CPE inhibition; higher % means a stronger effect | CPE inhibition, % at 10 µM; hits with a dose series show IC50 in µM | 0.02% of 290,000 active; in the data active = a potency from the dose series; also: strong numbers were not always called active
ER stress rescue – rescue of cells from ER stress-induced death, primary screen, 384-well, CSM14.1, thapsigargin, ATP luminescence (AID 1222) | CSM14.1 thapsigargin-induced death rescue, ATP luminescence; higher % means a stronger effect | cellular ATP content (survival), % at 20 µM; hits with a dose series show EC50 in µM | 190,000 tested, under 10 active;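 active = EC50 below 50 µM in the dose-response confirmation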;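 also: death triggered by thapsigargin at about 15 µM added after 2 h compound pretreatment; cell ATP read after overnight thapsigargin exposure of roughly 18 to 22 hours; normalized against plate controls of thapsigargin alone and 5% DMSO vehicle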
Dengue-2 NS5 capping – Dengue-2 NS5 methyltransferase inhibitors, primary screen, biochemical, confirmation dose response (AID 588689) | Genome polyprotein (Dengue virus type 2 (strain 16681-PDK53)) | Dengue-2 NS5 methyltransferase capping enzyme assay, biochemical; higher % means a stronger effect | inhibition, % at 25 µM; hits with a dose series show IC50 in µM | 0.3% of 340,000 active; in the data active = a potency from the dose series
Dengue-2 NS5 capping pilot replicate – second read-out of Dengue-2 NS5 capping, no call of its own (marks repeat the call); inhibition, %; measured here: pilot screen replicate inhibition
* = called active by the depositor; · = not tested or not shown.

SMILES	RSV CPE inhibition	Rac1 GTP hydrolysis	LYP inhibition	SV40 large T antigen	Salmonella PhoP GFP	GPR35 arrestin U2OS	West Nile antiviral	ER stress rescue	Dengue-2 NS5 capping	others
CCSS(=O)(=O)c1cccc2cccnc12	4.4%	·	-7%	>100µM*	-5%	3%	0.0%	·	·
Cc1nn(CC(C)C)c(=S)[nH]c1=O	0.7%	-2%	-10%	7%	-11%	13%	0.5%	-0.4%	-3%	Dengue-2 NS5 capping pilot replicate=-2.0
CN(Cc1ccccc1)C(=O)COC(=O)c1ccc(Cl)c(N)c1	1.7%	4%	-5%	-3%	8%	7%	0.2%	-1.5%	-1%
O=C(CNC(=O)c1ccc(Br)cc1)NC1=NCCS1	0.0%	7%	-8%	-24%	11%	-10%	0.1%	·	-1%
CC1=C(C(N)=O)C(c2cccs2)NC(=S)N1 (centres undefined)	1.5%	5%	-9%	10%	-1%	1%	0.0%	-1.8%	-8%
COc1ccc(NC(=O)CN2C(=O)CSC2=O)cc1	-0.1%	9%	-11%	9%	-7%	4%	1.0%	-1.3%	-4%
O=C(c1ccc2c(c1)OCO2)C1CCCN(Cc2cc(F)ccc2-n2cccn2)C1 (centres undefined)	0.5%	7%	-9%	13%	5%	16%	-0.9%	-1.3%	-2%
CCCCC(=O)Nc1ccc(N2CCN(C(=O)CC)CC2)cc1	0.1%	11%	-5%	7%	-4%	9%	-0.2%	-3.2%	-1%
CSCCC(NC(=O)c1ccccc1Cl)C(=O)NCC(c1ccco1)N1CCCCC1 (centres undefined)	-0.7%	1%	·	16%	-3%	·	·	·	-7%
CCc1cccc(C)c1NC(=S)N1CCCCC1c1cccnc1 (centres undefined)	-1.3%	-6%	-6%	-2%	-3%	-6%	-0.3%	·	-1%
COCCC(=O)N1CCC(Oc2ccc(C(=O)N3CCCC(OC)C3)cc2)CC1 (centres undefined)	1.4%	-13%	-9%	4%	-7%	0%	-1.0%	·	-4%
O=C(NC12CC3CC(CC(C3)C1)C2)c1cc2nc(-c3ccco3)cc(C(F)(F)F)n2n1	4.7%	9%	1%	10%	-12%	-8%	0.2%	-0.8%	11%
CC1CN(C(=O)CCC(=O)NCCCN2CCC(Cc3ccccc3)CC2)c2cc(Cl)ccc2O1 (centres undefined)	18%	6%	-7%	17%	5%	-7%	39%	·	1%
COc1cc(-c2cc(C(=O)Nc3cccc(S(=O)(=O)N(C)C)c3)c3ccccc3n2)cc(OC)c1OC	0.5%	10%	4%	18%	4%	-16%	-0.1%	·	0%
CSc1ccc(-c2nc(CSCC(=O)NC3CC3)c(C)o2)cc1	1.8%	5%	-9%	8%	-9%	8%	-0.6%	·	3%
CCCCCn1c(SCC#N)nc2cc(C(=O)NCC3CCCO3)ccc2c1=O (centres undefined)	3.8%	2%	-9%	-2%	-9%	18%	0.7%	-1.2%	-5%
O=C(Nc1ccccc1N1CCCC1)C1CCN(C(=O)c2ccc(Cl)cc2)CC1	3.4%	-5%	·	21%	10%	·	·	·	-2%
O=C(Nc1ccc(C(=O)O)cc1)/C(=C\c1ccc2c(c1)OCO2)NC(=O)c1ccccc1	0.5%	-2%	-2%	9%	5%	3%	0.0%	-0.5%	-4%
N#CCc1c(C#N)c(N)nc(N2CCOCC2)c1C#N	7.2%	8%	·	6%	-1%	·	-0.2%	·	-2%
O=C(CCCN1C(=O)c2ccccc2C1=O)Nc1cccc(S(=O)(=O)NC2=NCCC2)c1	2.2%	9%	-1%	8%	-9%	9%	0.0%	-0.2%	-2%
CCCCN(c1ccccc1)c1ncnc2nc[nH]c12	-0.1%	14%	-4%	18%	-8%	-10%	2.9%	·	-4%
Cc1ccc(C(=O)C2=C(O)C(=O)N(c3ncccn3)C2c2ccc(F)cc2)o1 (centres undefined)	1.8%	8%	-9%	1%	-10%	-9%	0.5%	·	-10%
CC1CC(C)CN(C(=O)c2cc(S(=O)(=O)N3CCCCC3)ccc2Cl)C1 (centres undefined)	14%	5%	·	5%	1%	·	·	·	-1%
O=C(Nc1cccnc1)c1ccc(N2CCCC2)c([N+](=O)[O-])c1	2.5%	5%	-1%	16%	-5%	5%	-0.6%	0.1%	-2%
COC(=O)/C(=C\Nc1ccc(Cl)cc1Cl)NC(=O)c1ccc(Cl)cc1Cl	3.3%	10%	5%	6%	0%	-8%	·	1.5%	2%

(cont.)
SMILES	RSV CPE inhibition	Rac1 GTP hydrolysis	LYP inhibition	SV40 large T antigen	Salmonella PhoP GFP	GPR35 arrestin U2OS	West Nile antiviral	ER stress rescue	Dengue-2 NS5 capping	others
O=C(COC(=O)c1ccccn1)NC1CCCCC1	1.2%	0%	-9%	-1%	-9%	2%	0.3%	-0.8%	-1%
Cc1cccc(C2C3=C(Nc4[nH]n(-c5ccccc5)c(=O)c42)c2ccccc2C3=O)c1 (centres undefined)	·	24%	9%	18%	-2%	-7%	-0.3%	-1.3%	59µM*
COc1ccc(-c2noc(CN3C(=O)c4ccccc4C3=O)n2)cc1	2.4%	12%	3%	-6%	8%	1%	0.9%	0.3%	-3%
COc1ccccc1Oc1ccc(N2CC(C(=O)OCC(=O)c3ccc(F)cc3)CC2=O)cc1 (centres undefined)	·	3%	6%	·	·	3%	-0.3%	·	-4%
CS(=O)(=O)N(CC(=O)N1CCCCCC1)c1cccc(Br)c1	1.2%	8%	-11%	4%	-3%	11%	-0.7%	-1.0%	-2%
COc1cc(/C=C2/SC(=S)N(CCC(=O)Nc3ccccc3)C2=O)cc(OC)c1OC	1.5%	6%	-12%	4%	5%	-1%	0.5%	·	17%
O=C(O)CCCn1c(=S)[nH]c2c(sc3ccc([N+](=O)[O-])cc32)c1=O	2.6%	40µM*	0%	31%	14%	1%	-0.1%	2.2%	10%
CCOC(=O)N1CCN(C(=O)COc2ccc(S(=O)(=O)NCC(C)C)cc2C)CC1	-0.2%	1%	-3%	5%	3%	-1%	-0.3%	-2.3%	-3%
Cc1cc2c(cc1S(=O)(=O)N1CCOCC1)NC(=O)CO2	1.0%	6%	-6%	4%	2%	-3%	0.8%	·	-1%
N=c1ncn(Cc2ccccc2)c2nc(SCCOc3ccccc3)[nH]c12	2.1%	5%	1%	-1%	-2%	1%	-0.8%	0.5%	1%
COCCn1c(SCC(N)=O)nc2c(c1=O)SC(C)C2 (centres undefined)	0.7%	7%	-4%	8%	-2%	17%	-0.1%	-0.6%	-6%
Cc1ccc(NC(=S)N(C)N)cc1Cl	2.3%	0%	-8%	7%	2%	16%	-0.6%	-1.0%	-5%
O=c1c(/C=N/OCc2ccc(Cl)cc2Cl)c[nH]n1-c1cccc(Cl)n1	3.5%	7%	0%	17%	2%	9%	0.0%	·	25%
CCCCNC(=O)OCCNC(=O)NC	1.7%	-1%	-4%	8%	-6%	10%	0.0%	-1.7%	3%	Dengue-2 NS5 capping pilot replicate=4.4
COc1ccc(-c2noc(-c3ccccc3-c3ccccc3)n2)cc1	8.8%	-1%	-5%	11%	-5%	-13%	-0.5%	0.0%	-6%
COCc1cc(C)nc(NC2CC(C)(C)NC(C)(C)C2)c1C#N	-2.0%	6%	-9%	0%	7%	12%	-0.4%	·	5%
COc1ccc(C(=O)N2CCN(CCNC(=O)C(=O)Nc3ccc(F)cc3)CC2)cc1	0.5%	7%	0%	5%	-5%	-7%	-0.9%	·	-14%
O=C(/C=C\Nc1ccc(Br)cc1)c1cccnc1	14%	7%	-4%	7%	11%	5%	-0.6%	-2.6%	2%
Cc1cc(=O)c(C(=O)c2ccccc2)c(C)o1	-0.7%	6%	·	5%	·	·	·	·	-12%
CSCCC(NC(=O)OC(C)(C)C)C(=O)NC(C(=O)NC(CC(C)C)C(N)=O)C(C)C (centres undefined)	1.9%	0%	-6%	0%	-11%	-5%	0.3%	1.3%	-3%

Of the compounds above, these have two or more sulfur atoms:
SMILES	RSV CPE inhibition	Rac1 GTP hydrolysis	LYP inhibition	SV40 large T antigen	Salmonella PhoP GFP	GPR35 arrestin U2OS	West Nile antiviral	ER stress rescue	Dengue-2 NS5 capping	others
CCSS(=O)(=O)c1cccc2cccnc12	4.4%	·	-7%	>100µM*	-5%	3%	0.0%	·	·
CC1=C(C(N)=O)C(c2cccs2)NC(=S)N1 (centres undefined)	1.5%	5%	-9%	10%	-1%	1%	0.0%	-1.8%	-8%
CSc1ccc(-c2nc(CSCC(=O)NC3CC3)c(C)o2)cc1	1.8%	5%	-9%	8%	-9%	8%	-0.6%	·	3%
COc1cc(/C=C2/SC(=S)N(CCC(=O)Nc3ccccc3)C2=O)cc(OC)c1OC	1.5%	6%	-12%	4%	5%	-1%	0.5%	·	17%
O=C(O)CCCn1c(=S)[nH]c2c(sc3ccc([N+](=O)[O-])cc32)c1=O	2.6%	40µM*	0%	31%	14%	1%	-0.1%	2.2%	10%
COCCn1c(SCC(N)=O)nc2c(c1=O)SC(C)C2 (centres undefined)	0.7%	7%	-4%	8%	-2%	17%	-0.1%	-0.6%	-6%
